TNAP act hi DEA – TNAP activators at high phosphate acceptor level, primary screen, biochemical, luminescence, uHTS | Alkaline phosphatase, tissue-nonspecific isozyme (Homo sapiens), P05186 | purified TNAP, CDP-star luminescence, 1 M DEA, 30 min; active compounds read high; 0 = EDTA background, 1 = DMSO-only activity | activation factor at 20 µM | 200,000 tested, under 10 active;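 active = activation factor at least 2 at 20 µM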
Target sequence (P05186 whole entry, looked up): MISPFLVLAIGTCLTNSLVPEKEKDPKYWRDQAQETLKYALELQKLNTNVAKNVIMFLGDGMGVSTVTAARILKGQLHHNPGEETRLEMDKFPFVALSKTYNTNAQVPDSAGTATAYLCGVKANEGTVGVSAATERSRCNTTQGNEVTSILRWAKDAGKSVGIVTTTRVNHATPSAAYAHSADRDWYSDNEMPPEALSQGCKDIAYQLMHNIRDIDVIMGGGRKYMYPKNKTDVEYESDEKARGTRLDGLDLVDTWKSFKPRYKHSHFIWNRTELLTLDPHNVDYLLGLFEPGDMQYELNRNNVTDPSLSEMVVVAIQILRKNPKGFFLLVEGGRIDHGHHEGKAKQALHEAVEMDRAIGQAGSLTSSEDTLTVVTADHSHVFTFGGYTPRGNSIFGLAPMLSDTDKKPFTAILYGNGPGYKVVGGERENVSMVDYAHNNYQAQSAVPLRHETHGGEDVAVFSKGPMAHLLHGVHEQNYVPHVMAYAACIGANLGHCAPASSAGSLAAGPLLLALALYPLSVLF
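Assay system: human TNAP; Input: enzyme diluted 1/800 final; Reagent: CDP-star luminogenic substrate at 100 µM final; Timing: 30 min, room temperature; Signal: luminescence; Evaluation: TNAP activation factor scaled between EDTA and DMSO control wells.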
FLuc inh counter – firefly luciferase enzyme inhibitors, primary screen, artefact control for luciferase-based inhibitor screens, biochemical, luminescence, ATPLite; hit rate 1.5% among 200,000; AID 1006, 2008; inhibition, % at 10 µM; 10 min; Luciferin 4-monooxygenase (Photinus pyralis), P08659;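 active = inhibition above about 50% when tested at 10 µM, limit read from the data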
TNAP inh no acc – human TNAP enzyme inhibitors, primary screen, biochemical, luminescent, no phosphate acceptor, uHTS; Alkaline phosphatase, tissue-nonspecific isozyme (Homo sapiens), P05186; purified TNAP, CDP-star luminescence, 30 min; inhibition, % at 20 µM; hit rate 0.26% among 200,000;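 active = tissue-nonspecific alkaline phosphatase inhibition above about 50% at 20 µM in the single-dose screen, limit read from the data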;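 note: 0% = DMSO negative control and 100% = EDTA positive control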
TNAP inh hiacc – human TNAP enzyme inhibitors, primary screen, biochemical, luminescent, high phosphate acceptor level, uHTS. Alkaline phosphatase, tissue-nonspecific isozyme (Homo sapiens), P05186. purified TNAP, CDP-star luminescence, 1 M DEA. inhibition, % at 20 µM. hit rate 0.03% among 200,000. AID 1135, 2008;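 active = over 50% inhibition of tissue-nonspecific alkaline phosphatase at 20 µM in the single-dose screen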;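 note: plate controls were DMSO wells for no effect and EDTA-quenched wells as full inhibition for full effect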
PMI act hi M6P – human PMI activators, high substrate, primary screen, biochemical, fluorescence intensity, near-saturating mannose 6-phosphate; Mannose-6-phosphate isomerase (Homo sapiens), P34949; coupled PMI enzyme assay, resazurin fluorescence, 20 min; active compounds read high; 1 = untreated enzyme, 0 = substrate-free blank; activation factor at 20 µM; hit rate 0.34% among 190,000; AID 1216, 2008;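 active = activation factor of 2 or more at 20 µM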
Target sequence (P34949 whole entry, looked up): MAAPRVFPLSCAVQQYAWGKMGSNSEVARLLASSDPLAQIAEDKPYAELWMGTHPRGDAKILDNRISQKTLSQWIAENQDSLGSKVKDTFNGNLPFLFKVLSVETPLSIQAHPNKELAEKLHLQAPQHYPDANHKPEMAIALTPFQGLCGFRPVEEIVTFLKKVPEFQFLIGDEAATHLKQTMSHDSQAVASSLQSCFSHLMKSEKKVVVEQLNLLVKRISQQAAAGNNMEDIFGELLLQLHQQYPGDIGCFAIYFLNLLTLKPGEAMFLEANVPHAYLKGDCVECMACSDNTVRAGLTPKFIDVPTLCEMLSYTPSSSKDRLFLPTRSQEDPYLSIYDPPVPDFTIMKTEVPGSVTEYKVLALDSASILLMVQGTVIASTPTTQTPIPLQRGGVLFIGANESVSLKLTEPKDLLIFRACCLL
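assay system = human phosphomannose isomerase with PGI, G6PDH, diaphorase coupling enzymes | quantity = 15 ng/mL PMI | incubation = enzyme reaction with compound 20 min at room temperature | medium = HEPES pH 7.4 buffer with MgCl2 and Tween-20 | compound dosing = one concentration, 20 µM, in 1% DMSO | measured by = Diaphorase-driven resazurin-to-resorufin fluorescence, excitation 544, emission 590 nm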
PMI activator – activators of human PMI, primary screen, biochemical, fluorescence intensity, near-Km mannose 6-phosphate. Mannose-6-phosphate isomerase (Homo sapiens), P34949. hit rate 0.005% among 190,000. activation factor at 20 µM. purified human PMI, coupled resazurin fluorescence, 20 min; active compounds read high; 1 = vehicle control, 0 substrate-free wells;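 active = activation factor of 2 or more at 20 µM, relative to plate controls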
NF-kB expr up – activators of NF-kB expression in neurons, primary screen, cell-based, HTS | human neuronal cells, NF-kB reporter expression; active compounds read high | fold change at 12.5 µM | hit rate 1.6% among 190,000; in the data active = fold change above about 3.3
FLuc act counter – FLuc activators, initial screening, artefact control for FLuc-dependent activation tests, biochemical, ATPlite luminescence; activation factor at 10 µM; Luciferin 4-monooxygenase (Photinus pyralis), P08659; ATPlite luciferase biochemical, 10 min; 0 = ATP-free wells, 1 = DMSO control; 200,000 tested, under 10 active;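 active = luciferase activation factor, scaled between plate controls, of at least 2 with compound at 10 µM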
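Assay system – cell-free luciferase reagent · Medium – PBS-based ATP solution · Dosing – test compounds dosed from 2 mM stocks in 100% DMSO · Timing – 10 min, room temperature · Technique – light output (luminescence) · Measure – luminescence gain marking luciferase activators · Controls – No-ATP low control, compound-free enzyme-plus-ATP high control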
bIAP activator – bovine intestinal alkaline phosphatase activators, primary screen, biochemical, bovine IAP, CDP-star luminescence | AID 1016, 2008 | alkaline phosphatase, intestinal [Bos taurus] | hit rate 0.17% among 200,000 | purified bovine IAP, 30 min; active compounds read high; fold of DMSO-control signal, blank-subtracted | activation factor at 20 µM;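 active = activation factor of 2 or more at 20 µM, a signal rise over negative controls twice the positive control's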
APP 5'UTR act – activators of APP 5'UTR luciferase reporter, primary screen, SH-SY5Y cells; SH-SY5Y APP 5'UTR luciferase reporter, luminescence; zero percent = DMSO vehicle wells; activation, % at 2 µM; hit rate 1% among 190,000;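 active = activation above a set limit, based on mean plus 3 SD of controls, cut at about 140% in these data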; note: values of inactives mirror those of a sister screen read the other way
Numbers without * were called inactive. Rows were taken by chance. About 3.6% of those tested had a hit in this group.

What do the screens show for `CCOC(=O)c1c(/N=C/N(C)C)sc(C)c1C`?
TNAP act hi DEA: 1; FLuc inh counter: -7; TNAP inh no acc: -12; TNAP inh hiacc: -2; PMI act hi M6P: 1.1; PMI activator: 1; NF-kB expr up: 1.2; FLuc act counter: 1.1; bIAP activator: 1; APP 5'UTR act: 5

How did O=c1c2ccccc2c(-c2ccccc2)nn1-c1ccc(Cl)c(Cl)c1 do in these assays?
TNAP act hi DEA: 1.1; FLuc inh counter: -7; TNAP inh no acc: 2; TNAP inh hiacc: -5; PMI act hi M6P: 0.9; PMI activator: 1; NF-kB expr up: 1.1; FLuc act counter: 1.1; bIAP activator: 0.9; APP 5'UTR act: 5

What do the screens show for `CCOC(=O)CSC1=C(C#N)C(c2ccccc2)C(C(C)=O)=C(C)N1` (stereo not drawn)?
TNAP act hi DEA: 1.1; FLuc inh counter: -8; TNAP inh no acc: -4; TNAP inh hiacc: -12; PMI act hi M6P: 0.9; PMI activator: 1.1; NF-kB expr up: 1.2; FLuc act counter: 1.1; bIAP activator: 1; APP 5'UTR act: -1

Results for CC(=O)COc1cc(C)cc2oc(=O)cc(-c3ccccc3)c12 ?
TNAP act hi DEA: 1.1; FLuc inh counter: -7; TNAP inh no acc: -14; TNAP inh hiacc: -6; PMI act hi M6P: 1; PMI activator: 1; NF-kB expr up: 1.3; FLuc act counter: 1.1; bIAP activator: 1; APP 5'UTR act: 0

How did Cc1cc(-c2cccc([N+](=O)[O-])c2)nc2ccccc12 do in these assays?
TNAP act hi DEA: 1; FLuc inh counter: -5; TNAP inh no acc: -1; TNAP inh hiacc: -1; PMI act hi M6P: 1.2; PMI activator: 1.2; NF-kB expr up: 1.5; FLuc act counter: 1.1; bIAP activator: 1; APP 5'UTR act: 6

How did Cc1oc(-c2ccccc2)nc1Cn1cccc1C1=NC(c2ccccc2)CO1 (stereo not drawn) do in these assays?
TNAP act hi DEA: 1; FLuc inh counter: -4; TNAP inh no acc: -7; TNAP inh hiacc: -1; PMI act hi M6P: 0.9; PMI activator: 0.8; NF-kB expr up: 1.1; FLuc act counter: 1; bIAP activator: 0.9; APP 5'UTR act: 3

How did Brc1ccc(C2C3=C(Nc4ncnn42)c2ccccc2OC3c2ccncc2)cc1 (stereo not drawn) do in these assays?
TNAP act hi DEA: 1; FLuc inh counter: -4; TNAP inh no acc: -2; TNAP inh hiacc: -1; PMI act hi M6P: 1; PMI activator: 0.9; NF-kB expr up: 0.61; FLuc act counter: 1; bIAP activator: 1; APP 5'UTR act: -8

How did N#C/C(=C1\CCCN1)c1nc(-c2ccccc2)cs1 do in these assays?
TNAP act hi DEA: 1; FLuc inh counter: -4; TNAP inh no acc: -7; TNAP inh hiacc: 2; PMI act hi M6P: 0.9; PMI activator: 0.8; NF-kB expr up: 1.5; FLuc act counter: 1; bIAP activator: 0.7; APP 5'UTR act: 24

Results for O=C(CSc1nc(-c2ccccc2)ns1)N1CCOCC1 ?
TNAP act hi DEA: 0.9; FLuc inh counter: 10; TNAP inh no acc: -2; TNAP inh hiacc: 6; PMI act hi M6P: 1; PMI activator: 0.8; NF-kB expr up: 3; FLuc act counter: 0.9; bIAP activator: 0.9; APP 5'UTR act: 116

How did CN1CCN(C(=O)c2ccc(C3SCC(=O)N3Cc3ccco3)cc2)CC1 (stereo not drawn) do in these assays?
TNAP act hi DEA: 1; FLuc inh counter: -2; TNAP inh no acc: -7; TNAP inh hiacc: -1; PMI act hi M6P: 1; PMI activator: 1; NF-kB expr up: 1.1; FLuc act counter: 1; bIAP activator: 1; APP 5'UTR act: 12

Results for COc1cccc(-c2cc(C(F)(F)F)nc(N3CCC(C)CC3)n2)c1 ?
TNAP act hi DEA: 1; FLuc inh counter: -7; TNAP inh no acc: 0; TNAP inh hiacc: -2; PMI act hi M6P: 1; PMI activator: 1; NF-kB expr up: 1.1; FLuc act counter: 1.1; bIAP activator: 0.9; APP 5'UTR act: 20

What do the screens show for `Cc1cc2c(c(SCC(N)=O)n1)C(=O)OC2`?
TNAP act hi DEA: 1.1; FLuc inh counter: -3; TNAP inh no acc: -10; TNAP inh hiacc: -6; PMI act hi M6P: 1; PMI activator: 1; NF-kB expr up: 1; FLuc act counter: 1; bIAP activator: 1; APP 5'UTR act: -17

What do the screens show for `CCCC(=O)NC(C)c1nc2ccccc2n1C(C)C` (stereo not drawn)?
TNAP act hi DEA: 1.1; FLuc inh counter: -6; TNAP inh no acc: -2; TNAP inh hiacc: -6; PMI act hi M6P: 0.9; PMI activator: 0.9; NF-kB expr up: 1.1; FLuc act counter: 1.1; bIAP activator: 0.9; APP 5'UTR act: -16

Results for CCOc1ccc(NC(=O)C2CCN(S(=O)(=O)c3c(C)n[nH]c3C)CC2)cc1 ?
TNAP act hi DEA: 1; FLuc inh counter: -4; TNAP inh no acc: 36; TNAP inh hiacc: -4; PMI act hi M6P: 1; PMI activator: 0.9; NF-kB expr up: 1.1; FLuc act counter: 1; bIAP activator: 1.4; APP 5'UTR act: 11

Results for CC1=C(C)CC(C(=O)N2CCN(Cc3ccc4c(c3)OCO4)CC2)C(C(=O)O)C1 (stereo not drawn) ?
TNAP act hi DEA: 1.1; FLuc inh counter: -2; TNAP inh no acc: -10; TNAP inh hiacc: -6; PMI act hi M6P: 0.9; PMI activator: 0.9; NF-kB expr up: 0.97; FLuc act counter: 1; bIAP activator: 1.1; APP 5'UTR act: 12

Looked up by compound from above:
How did O=c1c2ccccc2c(-c2ccccc2)nn1-c1ccc(Cl)c(Cl)c1 do in these assays?
TNAP act hi DEA: 1.1; FLuc inh counter: -7; TNAP inh no acc: 2; TNAP inh hiacc: -5; PMI act hi M6P: 0.9; PMI activator: 1; NF-kB expr up: 1.1; FLuc act counter: 1.1; bIAP activator: 0.9; APP 5'UTR act: 5

How did Brc1ccc(C2C3=C(Nc4ncnn42)c2ccccc2OC3c2ccncc2)cc1 (stereo not drawn) do in these assays?
TNAP act hi DEA: 1; FLuc inh counter: -4; TNAP inh no acc: -2; TNAP inh hiacc: -1; PMI act hi M6P: 1; PMI activator: 0.9; NF-kB expr up: 0.61; FLuc act counter: 1; bIAP activator: 1; APP 5'UTR act: -8

(continued)
How did CCOc1ccccc1NC(C)C(=O)Nc1cc(C(F)(F)F)ccc1N1CCOCC1 (stereo not drawn) do in these assays?
TNAP act hi DEA: 1; FLuc inh counter: 1; TNAP inh no acc: -10; TNAP inh hiacc: 3; PMI act hi M6P: 0.9; PMI activator: 0.8; NF-kB expr up: 0.78; FLuc act counter: 1; bIAP activator: 0.8; APP 5'UTR act: 20

What do the screens show for `O=C(Nc1cccc(C(F)(F)F)c1)C1(c2ccccc2)CC1`?
TNAP act hi DEA: 1; FLuc inh counter: -9; TNAP inh no acc: -9; TNAP inh hiacc: -4; PMI act hi M6P: 1; PMI activator: 0.9; NF-kB expr up: 1.3; FLuc act counter: 1.1; bIAP activator: 0.7; APP 5'UTR act: -4

Results for O=C(NCc1ccco1)/C(=C\c1ccco1)NC(=O)c1cccs1 ?
TNAP act hi DEA: 1; FLuc inh counter: 2; TNAP inh no acc: 0; TNAP inh hiacc: -2; PMI act hi M6P: 0.8; PMI activator: 1; NF-kB expr up: 1.1; FLuc act counter: 1; bIAP activator: 1; APP 5'UTR act: 16

How did COc1ccc(C2C(C(=O)NCC3CCCO3)CCC(=O)N2c2ccc3c(c2)OCO3)cc1 (stereo not drawn) do in these assays?
TNAP act hi DEA: 1.1; FLuc inh counter: -8; TNAP inh no acc: -13; TNAP inh hiacc: -6; PMI act hi M6P: 1; PMI activator: 0.9; NF-kB expr up: 1.1; FLuc act counter: 1.1; bIAP activator: 0.8; APP 5'UTR act: 13

How did Cc1ccc(S(=O)(=O)CCc2nnc(NC(=O)c3ccco3)s2)cc1 do in these assays?
TNAP act hi DEA: 1; FLuc inh counter: -1; TNAP inh no acc: -2; TNAP inh hiacc: 1; PMI act hi M6P: 1.1; PMI activator: 1.1; NF-kB expr up: 1.3; FLuc act counter: 1; bIAP activator: 1.1; APP 5'UTR act: 14

What do the screens show for `COc1ccc(/C=N/NC(=O)c2nn(-c3ccccc3)c(=O)c3c(N)scc23)cc1`?
TNAP act hi DEA: 0.9; FLuc inh counter: 3; TNAP inh no acc: 7; TNAP inh hiacc: 7; PMI act hi M6P: 0.5; PMI activator: 0.4; NF-kB expr up: 1.1; FLuc act counter: 1; bIAP activator: 1; APP 5'UTR act: 7

Results for Cc1nc2ccccc2n(CC(=O)Nc2cc(Cl)cc(Cl)c2)c1=O ?
TNAP act hi DEA: 1; FLuc inh counter: -4; TNAP inh no acc: -14; TNAP inh hiacc: -3; PMI act hi M6P: 1.1; PMI activator: 1.1; NF-kB expr up: 1.1; FLuc act counter: 1; bIAP activator: 0.9; APP 5'UTR act: 12

What do the screens show for `CCn1c(CSc2nc3ccccc3[nH]2)nc2cc(C(=O)O)ccc21`?
TNAP act hi DEA: 1; FLuc inh counter: -1; TNAP inh no acc: -11; TNAP inh hiacc: -2; PMI act hi M6P: 1.1; PMI activator: 1; NF-kB expr up: 1.2; FLuc act counter: 1; bIAP activator: 1.1; APP 5'UTR act: -3

What do the screens show for `O=c1[nH]c2ccccc2cc1-c1noc(-c2cccnc2)n1`?
TNAP act hi DEA: 1.1; FLuc inh counter: 2; TNAP inh no acc: -8; TNAP inh hiacc: -5; PMI act hi M6P: 1; PMI activator: 1; NF-kB expr up: 0.75; FLuc act counter: 1; bIAP activator: 1; APP 5'UTR act: 4

How did CC(=O)Nc1cccc(C(=O)OCc2ccccc2)c1 do in these assays?
TNAP act hi DEA: 1; FLuc inh counter: 2; TNAP inh no acc: 11; TNAP inh hiacc: -1; PMI act hi M6P: 1; PMI activator: 1.1; NF-kB expr up: 1.3; FLuc act counter: 1; bIAP activator: 1; APP 5'UTR act: 12

Results for CCc1c(C)nc(SCC(=O)c2cccs2)c(C#N)c1C ?
TNAP act hi DEA: 1; FLuc inh counter: 24; TNAP inh no acc: -4; TNAP inh hiacc: 0; PMI act hi M6P: 1.1; PMI activator: 1.1; NF-kB expr up: 2.7; FLuc act counter: 0.8; bIAP activator: 0.8; APP 5'UTR act: 30

How did O=C1CC(Cc2ccccc2)C(=O)N1c1ncccn1 (stereo not drawn) do in these assays?
TNAP act hi DEA: 1.1; FLuc inh counter: -6; TNAP inh no acc: -5; TNAP inh hiacc: -7; PMI act hi M6P: 1.1; PMI activator: 1; FLuc act counter: 1.1; bIAP activator: 1.1; APP 5'UTR act: -8

Bioassay records: PubChem, several laboratories
